CHT PAM: CHT positive allosteric modulators, primary screen, cell-based, membrane potential dye, choline EC20. High affinity choline transporter 1 (Homo sapiens), Q9GZV3. CHT-expressing cells; stronger effect = higher value; LV-AA mutant CHT in HEK293 cells. B-score at 10 µM. actives 0.49% (n = 310,000). AID 488977, 2010;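 active = initial fluorescence not abnormally high and integrated response B-score, plate-corrected, over 3 SD above library mean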
OX1R antagonist: OX1R (HCRTR1) antagonists, primary screen, fluorescence, CHO/OX1R cells, Fluo-8 calcium, orexin A; Orexin/Hypocretin receptor type 1 (Homo sapiens), O43613; Fluo-8 calcium fluorescence; inhibition, % at 5 µM; actives 0.43% (n = 330,000);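 active = inhibition above its plate's threshold, mean inhibition of all tested compounds on the plate plus 3 SD, cut at about 37% in these data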;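 note: 0% = orexin A challenge wells and 100% = SB-334867-A antagonist wells; not every result past the cut was called active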
Target sequence (O43613 whole entry, looked up): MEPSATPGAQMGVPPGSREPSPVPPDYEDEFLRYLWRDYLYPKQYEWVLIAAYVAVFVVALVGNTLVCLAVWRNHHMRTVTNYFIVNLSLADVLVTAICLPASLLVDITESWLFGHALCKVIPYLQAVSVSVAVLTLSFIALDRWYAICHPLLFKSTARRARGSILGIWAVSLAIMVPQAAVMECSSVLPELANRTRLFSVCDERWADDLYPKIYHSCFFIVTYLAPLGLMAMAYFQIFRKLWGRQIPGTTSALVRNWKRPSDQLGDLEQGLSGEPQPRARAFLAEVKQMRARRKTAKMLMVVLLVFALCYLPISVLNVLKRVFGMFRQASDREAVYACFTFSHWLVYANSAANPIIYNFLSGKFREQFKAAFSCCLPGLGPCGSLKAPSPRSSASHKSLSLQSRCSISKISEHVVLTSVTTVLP
* = called active by the depositor; i = inactive; nt = no result given.

SMILES	CHT PAM	OX1R antagonist
COc1cc(Cl)c(S(=O)(=O)NCc2ccccn2)cc1Cl	i	-33.7
CC(=O)c1ccc(NS(=O)(=O)c2ccc3c(c2)CCC(=O)N3)cc1	nt	-2.4
COC(=O)C1=C(C)Nc2ncnn2C1c1ccco1 (configuration not stated)	i	-7.2
CC(C)N(C(=O)NC(=O)Nc1ccccn1)S(C)(=O)=O	i	2.0
Cc1ccc(S(=O)(=O)N(C)C)cc1NC(=O)CN1CCCC1	i	-14.4
Cc1ccccc1C(=O)Nn1c(C)ccc1C	i	-15.8
COc1ccc(CNc2ccc(S(=O)(=O)N3CCN(C)CC3)cn2)cc1OC	i	-9.1
COc1ccc(N2CCN(C(=O)CN3C(=O)NC4(CCCc5ccccc54)C3=O)CC2)cc1 (configuration not stated)	i	-11.6
O=C(O)C1CCN(c2nc(-c3ccccc3)c3cc(Br)ccc3n2)CC1	i	-40.6
COc1ccc(NC(=O)CN2CCC(NC(=O)c3ccco3)CC2)c([N+](=O)[O-])c1	i	-4.2
CC(/C=N\NC(=O)CN1CCN(S(=O)(=O)c2ccc(C)cc2)CC1)=C\c1ccccc1	i	-14.1
CCC1(CC)Cc2ccccc2C(=C(C#N)C#N)N1	i	-22.7
COc1ccc(OC)c(NC(=O)Cn2cc(C#N)c3cc(Br)ccc32)c1	i	4.6
COc1ccc(CNc2nc3c(c(=O)n(Cc4ccc(F)cc4)c(=O)n3C)n2C)cc1	i	-19.9
Cn1c(=O)c2c(nc(CN3CCN(C(=O)c4ccco4)CC3)n2Cc2ccc(F)cc2)n(C)c1=O	i	-12.4

The final three entries of the section above are carried over, then new ones follow:
SMILES	CHT PAM	OX1R antagonist
COc1ccc(OC)c(NC(=O)Cn2cc(C#N)c3cc(Br)ccc32)c1	i	4.6
COc1ccc(CNc2nc3c(c(=O)n(Cc4ccc(F)cc4)c(=O)n3C)n2C)cc1	i	-19.9
Cn1c(=O)c2c(nc(CN3CCN(C(=O)c4ccco4)CC3)n2Cc2ccc(F)cc2)n(C)c1=O	i	-12.4
O=C1NCCN(Cc2ccc(-c3ccccc3)cc2)C1CC(=O)N1CCN(CCO)CC1 (configuration not stated)	i	-10.3
CCCCN(C)C(=O)c1nc2ccccn2c1CNC1CCC1	i	-23.8
Cc1nc(NCCC(C)C)c2nnn(Cc3ccccc3)c2n1	i	-3.2
CC(C)NCC(O)COCc1ccc(Cl)cc1 (configuration not stated)	i	-9.7
O=C(CSc1nn(-c2ccc(F)cc2)c(=S)s1)NCC1CCCO1 (configuration not stated)	i	-14.6
CCOc1ccc(NC(=O)CSc2nnnn2-c2ccc(C(N)=O)cc2)cc1	i	-15.2
CC(=O)NCCCOc1ccc([N+](=O)[O-])cc1Cl	i	-2.9
CCCCN(C)S(=O)(=O)c1cc2c3c(c1)CCC(=O)N3CCC2	i	-27.3
COCCNC(=S)NNC(=O)c1cccs1	i	-19.6
O=C(NC(=S)N1CCCCC1c1cccnc1)c1ccccc1 (configuration not stated)	i	-19.0
COc1cccc(/C(C)=N/NC(=O)c2ccc(N(C)C)cc2)c1	i	5.4
COc1cc(Br)cc(CN2CCN(C=O)CC2)c1O	i	-11.3
O=C(Nc1ccc(C(=O)N2CCOCC2)cc1)Nc1cccc(C(F)(F)F)c1	i	-11.9
COc1ccccc1CCNC(=O)c1nccnc1C(=O)O	i	3.1
O=C(NC(=S)N1CCCCC1)c1cccs1	i	3.3
Cc1[nH]nc2c1C(c1ccsc1)C1=C(CC(C)(C)CC1=O)N2 (configuration not stated)	i	-38.9
CCOc1ccc(/C=C/C(=O)c2ccc(-c3ccccc3)cc2)cc1	i	-18.0
Cn1c(C(=O)N2CCCC(C(=O)O)C2)cc2sccc21 (configuration not stated)	i	-2.9
COc1ccc(-c2nc(C3CCCCC3)no2)cc1OC	i	-3.8
CC(=O)N1C=CN(C(C)=O)C(c2cn(C)c3ccccc23)C1c1cn(C)c2ccccc12 (configuration not stated)	i	-10.1
COc1ccc(CCC(=O)OCC(=O)Nc2sccc2C#N)cc1	nt	8.5
COc1cc(/C=C/c2nc3ccccc3c(=O)[nH]2)cc(OC)c1OC	i	-15.6
Cc1onc(-c2ccccc2Cl)c1C(=O)OCC(=O)N1CCCCC1	nt	-22.7
COc1ccc(NC(=O)C2CCCN(c3c4c(nc5ncnn35)CCC4)C2)cc1OC (configuration not stated)	i	-35.5
CN(C)c1ccc(N=Nc2ccc(S(N)(=O)=O)cc2)cc1	i	2.0
O=C(CNC(=O)c1ccncc1)N/N=C/c1ccc(O)cc1O	i	-15.0
C/C(=N\NC(=O)CNc1cccc(C)c1)c1ccc(Br)s1	i	-17.9
CC(C)(C)c1nnc(NC(=O)C2CCN(C(=O)c3ccco3)CC2)s1	i	-21.1
CCN=c1scc(C)n1/N=C/c1cc(Br)c(O)c(OC)c1	i	-15.0
N#C/C(=C\c1ccc(-c2ccccc2C(=O)O)o1)c1nc2ccccc2[nH]1	i	6.8

Structures shown so far that have an aryl thioether with sulfur outside any ring (two):
SMILES	CHT PAM	OX1R antagonist
O=C(CSc1nn(-c2ccc(F)cc2)c(=S)s1)NCC1CCCO1 (configuration not stated)	i	-14.6
CCOc1ccc(NC(=O)CSc2nnnn2-c2ccc(C(N)=O)cc2)cc1	i	-15.2

Another view of part of the listing above.
| canonical_smiles | CHT PAM | OX1R antagonist |
| --- | --- | --- |
| CC(C)(C)c1nnc(NC(=O)C2CCN(C(=O)c3ccco3)CC2)s1 | i | -21.1 |
| COc1ccc(NC(=O)C2CCCN(c3c4c(nc5ncnn35)CCC4)C2)cc1OC (configuration not stated) | i | -35.5 |
| Cc1[nH]nc2c1C(c1ccsc1)C1=C(CC(C)(C)CC1=O)N2 (configuration not stated) | i | -38.9 |
| CN(C)c1ccc(N=Nc2ccc(S(N)(=O)=O)cc2)cc1 | i | 2.0 |

(further entries)
SMILES	CHT PAM	OX1R antagonist
CN(C(=O)c1cc(COc2ccc(F)c(F)c2)on1)C1CCOC1 (configuration not stated)	i	-4.5
CCn1nnc2cc(C(=O)NCC(c3ccccc3OC)N(C)C)ccc21 (configuration not stated)	i	-9.8
CCCN(C(=O)c1ccc(N(C)S(=O)(=O)c2ccc(C)cc2)cc1)C1CCS(=O)(=O)C1 (configuration not stated)	i	-21.4
CN1CCNC(=O)C1CC(=O)NCC1(c2ccccc2)CCCCC1 (configuration not stated)	i	-21.5
CCN(C(=O)c1coc(=O)c2ccccc12)c1cc(OC)ccc1OC	i	-13.2
CN(Cc1ccco1)C(=O)CSc1nn2c(=O)c(C(C)(C)C)nnc2s1	nt	-20.3
Cc1cccc2nc(CSc3ccc(Cl)cc3)cn12	i	-1.2
CCN1C(=O)C(=O)N(CC(=O)N(C)CC(=O)Nc2ccccc2C(F)(F)F)C1=O	nt	-3.5
CCOc1ccc(Cl)cc1CNCCCSc1ncccn1	i	-14.4
O=C(COC(=O)/C=C/c1ccco1)Nc1ncc(Cl)cc1Cl	i	-9.8
O=C(O)CSc1nnc2n(-c3ccccc3)c(=O)c3ccccc3n12	i	-8.0
COCCNC(=O)Cn1nc(Cc2ccncc2)c2ccccc2c1=O	i	-4.7
CCOc1ccc(Cn2nnc(-c3ccc(S(C)(=O)=O)cc3)n2)cc1OCC	nt	-0.6
O=C(CNC(=S)N(Cc1ccccc1)Cc1ccccc1F)NCCc1ccccc1	i	-12.4
COc1cccc(C2C(C(=O)Nc3ccc(C)cc3C)=C(C)Nc3ncnn32)c1OC (configuration not stated)	i	-0.9
O=C(Nc1nnc(SCCC2OCCO2)s1)C1CC(=O)N(c2ccccc2)C1 (configuration not stated)	i	-28.8
C=CCNC(=O)c1ccc(N(Cc2ccccc2)S(C)(=O)=O)cc1	i	2.9
CCOCCCNC(=O)C(c1ccc(Cl)cc1)N(Cc1cccs1)C(=O)CNC(C)=O (configuration not stated)	i	4.2
COC(=O)CN(c1cc([N+](=O)[O-])ccc1OC)S(C)(=O)=O	i	-11.2
CC(C)CCNC(=O)C1CCC(CNS(=O)(=O)c2cccc3nsnc23)CC1 (configuration not stated)	i	-8.6
O/N=C/c1ccc2cccc(O)c2n1	i	-11.5
CC(c1ccc(F)cc1)n1c(-c2cccs2)n[nH]c1=S (configuration not stated)	i	-18.0
COc1cccc(-c2cc(C(=O)Nc3cccnc3)c3ccccc3n2)c1	i	-20.5
CCn1c(SCC(=O)Nc2sccc2C(N)=O)nnc1C1CC1	nt	4.4
COc1ccc(Nc2ccc(N3C(=O)CCCC3=O)cc2[N+](=O)[O-])cc1OC	i	-14.0
Cc1ccccc1NC(=O)CSC1=C(C#N)C(c2ccsc2)CC(=O)N1 (configuration not stated)	i	-7.6
CNC(=O)NC(=O)C(C)OC(=O)CCCc1nc2ccccc2s1 (configuration not stated)	i	-5.8
COC(=O)c1c(NC(=O)COC(=O)CC(NC(C)=O)c2ccccc2)sc(C)c1C (configuration not stated)	i	-20.9
CCn1ncc(N2CCOCC2)c(Cl)c1=O	i	-2.3
CC(C)CC(NC(N)=O)C(=O)OCC(=O)Nc1ccc(OC(F)F)cc1 (configuration not stated)	i	-3.6
CCc1nnc(NC(=O)C2=CCN(S(=O)(=O)c3ccc(F)cc3)CC2)s1	i	-27.0
Cc1[nH][nH]c(=O)c1C=NCc1cccc(C(F)(F)F)c1	i	6.6
Cc1ccc(C(O)(c2ccccc2)c2ccccc2C(C)N(C)C)c(C)c1 (configuration not stated)	i	-26.6
O=S1(=O)N=C2CCCN2C(c2ccc(F)cc2)N1 (configuration not stated)	i	-15.0
c1ccc2c(c1)nc(N1CCOCC1)c1nncn12	i	-2.2
CCC(C)NC(=O)C1c2cc(OC)c(OC)cc2C(=O)N(C)C1c1ccc(OC)cc1 (configuration not stated)	i	-11.3
Cc1ccc(CSCC(=O)Nc2cc(S(=O)(=O)N3CCOCC3)ccc2OC(C)C)cc1	i	-16.1
COc1ccc(CCNC(=O)C(=O)NCC2OCCN2S(=O)(=O)c2cccs2)cc1 (configuration not stated)	i	-16.2
COC(=O)CN(c1ccccc1[N+](=O)[O-])S(=O)(=O)c1ccccc1	i	-27.3
CCOC(=O)/C=C1\CC(=O)Nc2cc(C)c(C)cc2N1	i	-12.9
COc1cc(NS(=O)(=O)c2ccc(Br)cc2)c(OC)cc1NC(=O)c1ccco1	i	-17.5
CN(C(=O)c1ccc(C#N)cc1)c1nnc(-c2cnccn2)s1	i	0.1
Cc1ccc(CN2CCN(/N=C/c3cc(Br)cc(Br)c3O)CC2)cc1	i	-16.8
CSc1nnc(C)c(=O)n1COC(=O)COc1ccccc1F	i	-13.3
CCOc1ccccc1NC(=O)NCCN1CCCCC1	i	-5.8
O=S(=O)(c1ccc(F)c(F)c1F)N1CCN(C(=S)NCc2ccccc2)CC1	i	-2.8
Cc1cc2oc(=O)cc(-c3ccccc3)c2c(C)c1-c1ccc(C#N)cc1	nt	0.4
COc1ccc(-c2cc(C(=O)N3CCN(c4ccccc4)CC3)c3ccccc3n2)cc1OC	i	-24.8
COc1ccc(CCC(=O)Nc2cccc(S(=O)(=O)N3CCCC3)c2)cc1OC	nt	-9.7
Cc1ccccc1NC(=O)c1c([N+](=O)[O-])cnn1C	i	-13.4
CC(=O)c1ccc(N2CCN(C(=O)Cn3c(=S)[nH]c4ncccc4c3=O)CC2)cc1	i	4.3
COc1ccc(Cl)cc1NC(=O)C/C(C)=N/NC(=O)Cc1ccccc1	i	-15.8
O=C(Nc1nccs1)c1ccc(CSc2nnnn2-c2ccccc2)cc1	i	13.4
NC(=O)CC(NC(=O)Cc1cccc2ccccc12)c1ccc(N2CCC(N3CCCC3)CC2)c([N+](=O)[O-])c1 (configuration not stated)	i	-4.6
CCn1c(SCC(=O)Nc2nncs2)nnc1-c1ccco1	i	-14.5
CCC1CCCCN1C(=O)c1ccc(OC)c(OC2CCN(C(C)C)CC2)c1 (configuration not stated)	i	-25.7
Clc1ccc(-c2noc(CCCc3ccccc3)n2)cc1	i	-10.4
